TEAD-YAP inh: TEAD-YAP interaction inhibition; inhibition, % at 9.12 µM; HEK-TIYL cells, TEAD-Gal4/YAP UAS-luciferase luminescence; 640,000 compounds, 1.4% hits; in the data active = inhibition above about 32%;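 also: 0% = median of test compound wells and 100% = reference inhibitor wells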
FBW7 act: human FBW7 E3 ligase activation, primary screen; Q969H0; AlphaScreen FBW7–phospho-cyclin E peptide binding, activator screen; normalized activity (activation), % at 26.1 µM; 650,000 compounds, 0.13% hits; in the data active = normalized activity above about 1.9%;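 also: purified mutant Fbw7 with reduced substrate affinity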
MITF primary: human MITF inhibition, primary screen; O75030; 650,000 compounds, 0.91% hits; AID 1259374; inhibition, % at 2.6 µM; AlphaScreen MITF homodimerization, bead proximity signal; in the data active = inhibition above about 50%;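 also: 0% = vehicle wells with protein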
Target sequence (O75030 whole entry, looked up): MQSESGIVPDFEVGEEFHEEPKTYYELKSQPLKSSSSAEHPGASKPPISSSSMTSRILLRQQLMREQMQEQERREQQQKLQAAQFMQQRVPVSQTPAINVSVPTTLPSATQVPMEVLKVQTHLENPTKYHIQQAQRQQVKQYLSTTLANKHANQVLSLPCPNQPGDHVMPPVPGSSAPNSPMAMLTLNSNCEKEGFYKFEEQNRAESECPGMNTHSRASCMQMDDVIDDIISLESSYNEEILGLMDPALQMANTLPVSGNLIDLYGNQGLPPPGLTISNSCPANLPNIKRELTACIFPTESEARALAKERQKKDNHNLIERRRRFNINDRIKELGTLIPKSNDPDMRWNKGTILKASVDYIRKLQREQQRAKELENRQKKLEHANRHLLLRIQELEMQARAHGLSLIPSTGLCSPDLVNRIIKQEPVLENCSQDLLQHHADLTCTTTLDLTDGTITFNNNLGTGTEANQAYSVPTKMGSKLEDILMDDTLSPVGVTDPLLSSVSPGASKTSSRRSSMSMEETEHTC
GPR151 activ: activates the human receptor GPR151; PathHunter beta-arrestin GPR151 cells, luminescence; activation, % at 11.2 µM; Q8TDV0; 650,000 compounds, 1% hits; AID 1508602; in the data active = activation above about 4.9%;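 also: 0% = median of compound wells and 100% = cells with positive control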
Target sequence (Q8TDV0 whole entry, looked up): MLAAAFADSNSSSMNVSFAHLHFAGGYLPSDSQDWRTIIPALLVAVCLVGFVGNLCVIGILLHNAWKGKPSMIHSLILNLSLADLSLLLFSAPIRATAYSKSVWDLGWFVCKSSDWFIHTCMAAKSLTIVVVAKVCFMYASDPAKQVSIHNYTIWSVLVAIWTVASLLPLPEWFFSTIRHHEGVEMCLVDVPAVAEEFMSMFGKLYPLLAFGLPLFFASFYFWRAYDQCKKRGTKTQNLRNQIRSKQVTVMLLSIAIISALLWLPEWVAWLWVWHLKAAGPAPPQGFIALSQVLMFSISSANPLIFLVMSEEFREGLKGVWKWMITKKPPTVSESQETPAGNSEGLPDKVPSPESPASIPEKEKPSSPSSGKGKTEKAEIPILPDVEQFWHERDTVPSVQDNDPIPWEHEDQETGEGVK
Active calls of the source: *; & = joins results of further samples.

| molecule | TEAD-YAP inh | FBW7 act | MITF primary | GPR151 activ |
| --- | --- | --- | --- | --- |
| OCCNc1nc2ccccc2n1CN1CCN(c2ccccc2F)CC1 | -3 | 0.1 | 0 | 0.4 |
| O=C(NC(=S)Nc1nc(-c2ccc([N+](=O)[O-])cc2)cs1)c1ccco1 | -13 | 0.0 | 1 | 1.4 |
| Cn1nnnc1SCc1cc(=O)oc2ccc3ccccc3c12 | -4 | -0.1 | -8 | 0.5 |
| Cc1cc(C)c2nc(N3CCC(C(=O)NCCCN4CCCC4)CC3)sc2c1 | 1 | -0.1 | -2 | 0.8 |
| COc1ccc(CN2CCN(Cc3ccccc3O)CC2CCO)c(F)c1 (centres undefined) | 1 | -0.1 | 5 | 3.7 |
| Cc1nc(Cl)cc(N/N=C/c2ccc([N+](=O)[O-])cc2)n1 | -1 | 0.1 | 10 | 1.1 |
| CC(NC(=O)C1CC1)c1nnc2n1CCN(Cc1cccc(Cl)c1)CC2 (centres undefined) | 10 | 0.1 | 1 | 0.7 |
| O=C(O)C1C2CCC(C2)C1C(=O)Nc1ccc(Cc2ccncc2)cc1 (centres undefined) | 2 | 0.0 | 18 | -0.3 |
| COc1cc(/C=C(\C#N)C(=O)NCC2CCCO2)ccc1OCc1ccc([N+](=O)[O-])cc1 (centres undefined) | -16 | 0.0 | -1 | 0.6 |
| Cc1ccc(CC2SC(N3CCN(c4ccccc4)CC3)=NC2=O)cc1 (centres undefined) | -5 | -0.1 | -5 | 1.2 |
| CCOC(=O)Cc1csc(NC(=O)COc2cccc(Cl)c2)n1 | -6 | 0.0 | -4 | -1.0 |
| O=c1[nH]c(O)c(C=Nc2ccc(Cl)cc2[N+](=O)[O-])c(=O)[nH]1 | 2 | -0.9 | -2 | 0.6 |
| C=Cc1ccc(Cn2c(C(=O)O)c(CNCC(C)c3ccccc3)c3ccccc32)cc1 (centres undefined) | 17 | -0.1 | -1 | 1.3 |
| C=CCSc1nc2ccccc2c(=O)n1CC=C | -7 | 0.0 | -8 | -0.4 |
| CCc1ccccc1NC(=O)COC(=O)C1CC(=O)N(c2ccc(Br)cc2)C1 (centres undefined) | 3 | 0.0 | -14 | 3.2 |
| CCCN1CCN(C(=O)c2ncoc2-c2ccccc2C(F)(F)F)CC1 | 6 | -0.2 | -4 | -0.7 |
| CC(C)c1ccc(S(=O)(=O)CCc2ccccn2)cc1 | -38 | -0.1 | 6 | 0.0 |
| Cn1c(=O)c2sccc2n2c(CCCC(=O)Nc3ccc(F)cc3F)nnc12 | 3 | -0.2 | -2 | 1.3 |
| Cc1cc(C(=O)CN(Cc2ccco2)C2CCS(=O)(=O)C2)c(C)n1Cc1cccs1 (centres undefined) | -13 | -0.1 | -4 | -0.2 |
| O=C(Nc1ccc(N2CCOCC2)cc1)c1cccc(-n2cc(NC(=O)C(F)c3ccccc3)cn2)c1 (centres undefined) | -7 | -0.1 | 6 | 0.4 |
| Clc1cccc(CSc2nc3ccccc3c3nc(CCc4c[nH]c5ccccc45)nn23)c1 | -12 | -0.3 | -1 | 0.8 |
| COc1cc(OC)cc(C(=O)NCC2CCCN(C(=O)c3cnsn3)C2)c1 (centres undefined) | -7 | 0.0 | -3 | -0.9 |
| Cc1cnc(Nc2nccc3ccccc23)nc1NCCCN1CCCC1=O | -4 | 0.0 | -3 | -1.5 |
| COCCNC(=S)NNC(=O)c1cc(Cl)ccc1OC | -6 | 0.1 | 63* | -1.0 |
| c1ccc2c(-c3nc(NC4CC4)c4[nH]cnc4n3)csc2c1 | -3 | 0.1 | 13 | 0.2 |
| C=CCOC(=O)C1=C(C)OC(N)=C(C#N)C1c1ccc(Cl)cc1 (centres undefined) | -2 | 0.1 | -8 | -0.3 |
| CC(C)Oc1ccc(CN2CCC(=O)NC2=S)cc1 | -7 | -0.1 | -12 | -0.3 |
| Cc1ccc(CNC(=O)CCCCCn2c(=O)[nH]c3ccccc3c2=O)o1 | -3 | -0.1 | -6 | 0.6 |
| O=C(COc1cccc([N+](=O)[O-])c1)Nc1ccc(-c2nc3ccccc3c(=O)o2)cc1 | -4 | 0.0 | -1 | 2.4 |
| COc1ccccc1N(CC(=O)Nc1ccc(S(=O)(=O)N2CCCCC2)cc1)S(C)(=O)=O | -2 | 0.1 | 5 | 0.0 |
| CCNc1nc2c(c(=O)n(Cc3ccccc3)c(=O)n2C)n1Cc1ccccc1 | -5 | -0.1 | 12 | 1.2 |
| CC(=O)Nc1cccc(NC(=O)CSc2ccc3nc(-c4ccccc4)cn3n2)c1 | -61 | -0.1 | -6 | -3.8 |
| CCNC(=S)NNc1nc(C)cc(C)c1C#N | 9 | 0.1 | 9 | 0.3 |
| CC1CN(C(=O)N2CCC(C(=O)N3CCCCC3)CC2)c2ccccc2O1 (centres undefined) | -5 | -0.1 | -7 | -3.1 |
| CC1CCCC(C)N1C(=O)CSc1nnc(-c2ccncc2)n1-c1ccccc1 (centres undefined) | 10 | 1.0 | 4 | -2.2 |
| COc1cc(C2Nc3ccccc3C(=O)N2c2ccc(C)cc2)cc(OC)c1OC (centres undefined) | -62 | -0.1 | -21 | 1.3 |
| CC(C)C(=O)N(Cc1ccccn1)CC1CCCO1 (centres undefined) | -1 | -0.1 | -2 | -0.5 |
| Cc1ccc(N2C(=O)C(CC(=O)Nc3cccc(F)c3)N(C3CC3)C2=O)cc1 (centres undefined) | -5 | -0.1 | 5 | -0.5 |
| Cc1ccc(S(=O)(=O)N(C)CC(=O)NNC(=O)CCC(=O)c2ccc(F)cc2)cc1 | -8 | 0.1 | 8 | -0.6 |
| O=c1cnnc(N/N=C/C2CC=CCC2)[nH]1 (centres undefined) | 10 | -0.6 | 29 | 0.4 |

Part of the list above, as labelled records.
> COc1cc(C2Nc3ccccc3C(=O)N2c2ccc(C)cc2)cc(OC)c1OC (centres undefined)
  TEAD-YAP inh: -62
  FBW7 act: -0.1
  MITF primary: -21
  GPR151 activ: 1.3
> CC(C)C(=O)N(Cc1ccccn1)CC1CCCO1 (centres undefined)
  TEAD-YAP inh: -1
  FBW7 act: -0.1
  MITF primary: -2
  GPR151 activ: -0.5

Further records follow.
| molecule | TEAD-YAP inh | FBW7 act | MITF primary | GPR151 activ |
| --- | --- | --- | --- | --- |
| O=C(NCCN1CCCCC1)C1CCCN(c2nnc(N3CCCC3=O)s2)C1 (centres undefined) | -1 | 0.2 | 8 | 0.0 |
| O=C(/C=C/c1ccc(F)cc1)Nc1ccc2[nH]c(=O)[nH]c2c1 | 6 | -0.1 | -3 | -0.6 |
| CCCCc1cc(=O)oc2cc(OC(C)C(=O)OC)ccc12 (centres undefined) | -10 | -0.1 | -1 | -0.7 |
| O=C(Nc1nccs1)c1cccc(Br)c1 | -10 | 0.0 | 8 | -2.6 |
| O=C(O)CC1S/C(=N/N=C/c2ccc([N+](=O)[O-])cc2)N(c2ccc(O)cc2)C1=O (centres undefined) | 4 | -0.1 | -2 | 0.0 |
| CC1(C)CC(=O)C2=C(C1)OC(c1ccc(O)cc1)C(C#N)=C2N (centres undefined) | 4 | -0.1 | 14 | -0.5 |
| Cc1cc2nnc(SCc3cn4ccsc4n3)n2c2ccccc12 | -5 | 0.1 | 9 | 0.8 |
| CCCCOC(=O)Nc1nnc(-c2ccc3c(c2)OCO3)s1 | 0 | -0.1 | 4 | 1.3 |
| COc1ccc(C2CC(=O)N(CC(=O)Nc3ccc(C)cc3)c3ccccc3S2)cc1 (centres undefined) | 10 | 0.2 | -10 | 0.0 |
| CCOc1ccccc1-c1noc(CCCC(=O)N(C)C)n1 | -3 | 0.0 | 2 | 0.9 |
| Cc1ccc(C)c(OCC(=O)N2CCN(C(=O)c3ccco3)CC2)c1 | 10 | 0.1 | 10 | 0.0 |
| CC(=O)c1cc2c(cc1NC(=O)c1ccc(C)cc1)OCCO2 | -12 | 0.7 | 3 | 2.1 |
| CCOC(=O)c1ccc(N2C(=O)CC(NCCc3ccc(S(N)(=O)=O)cc3)C2=O)cc1 (centres undefined) | -2 | -0.1 | -9 | -0.6 |
| O=C(COC(=O)CSCc1c[nH]c(=O)[nH]c1=O)Nc1ccc2ccccc2c1 | 9 | 0.1 | 6 | 2.0 |
| CC(Oc1ccccc1)C(=O)Nc1ccc(I)cc1F (centres undefined) | -2 | 0.6 | 4 | 2.9 |
| COc1ccc(N2CCN(C3CCCN(C(=O)CC(F)(F)F)C3)CC2)cc1 (centres undefined) | 9 | 0.1 | 8 | -0.6 |
| COc1ccccc1CNC(=O)CN(C)S(=O)(=O)c1cnc[nH]1 | -10 | 0.1 | 7 | 0.3 |
| Cc1c(CN2CCCC(N(C)CCc3ccccc3)C2)cnn1C (centres undefined) | -2 | 0.0 | -3 | -2.2 |
| C/C(=N\NS(=O)(=O)c1ccc(C)c([N+](=O)[O-])c1)c1ccc2c(c1)OCO2 | -8 | -0.1 | -2 | -0.3 |
| CCCOc1ccc(/C(O)=C2\C(=O)C(=O)N(Cc3cccnc3)C2c2ccccc2F)c(C)c1 (centres undefined) | -2 | 0.0 | 3 | -1.0 |
| COc1ccc(O)c(/C=N/NC(=O)c2ccccc2OCc2ccccc2)c1 | 1 | -0.1 | -16 | 0.9 |
| Cc1ccc(NC(=O)CSC2=C(C#N)C(c3ccc(F)cc3)CC(=O)N2)cc1C (centres undefined) | 3 | 0.0 | 3 | -0.3 |
| O=C(Nc1ccc(-c2ccn[nH]2)cc1)C1CCCN(Cc2ccccc2)C1 (centres undefined) | 18 | -0.1 | -6 | 1.8 |
| CCN1C(=O)c2ccc(C(=O)Nc3cc(Cl)ccc3O)cc2C1=O | -26 | -0.1 | 1 | -1.1 |
| Nc1nnc(SCC(=O)Nc2nc(-c3ccc(Br)cc3)cs2)s1 | 12 | 0.5 | -3 | 1.3 |
| Cc1cc(F)c(F)cc1C(=O)Nc1ccccc1F | 3 | 0.0 | 1 | -0.1 |
| NC(=S)N/N=C/c1cccc(O)c1O | -9&-4 | -1.4&-2.7 | 106* | 1.4&1.5 |
| CCn1ncc(C(=O)N2C[C@H](C(=O)OC)[C@@H](c3ccc(F)cc3)C2)c1C | 9 | -0.1 | 9 | 0.6 |
| CS(=O)(=O)c1ccc(-c2ccnc(N3CCC(O)CC3)n2)cc1 | 6 | 0.0 | -1 | 0.6 |
| O=C(CN1CCCC(COCc2ccccc2)C1)NCc1ccc2c(c1)OCO2 (centres undefined) | 6 | 0.4 | 37 | -1.9 |
| O=C(CN(Cc1ccccc1)S(=O)(=O)c1ccc(Br)cc1)NCc1ccncc1 | 0 | 0.2 | 13 | -0.4 |
| COc1ccc(C(=O)NNC(=O)COc2ccccc2C#N)cc1 | -12 | 0.0 | -3 | -1.0 |
| COc1ccc(C2/C(=C(/O)c3ccccc3)C(=O)C(=O)N2CC(C)O)c(OC)c1 (centres undefined) | -2 | -0.3 | 0 | 0.4 |
| CCn1nc(C)cc1Nc1ccccc1 | -1 | -0.1 | -6 | -0.3 |
| COc1ccc(Cn2c(SC)nc3c(sc4cccc(F)c43)c2=O)cc1 | 6 | 0.3 | 17 | -0.7 |
| CCOc1ncc(S(=O)(=O)N2CCN(CC)CC2)cc1C(=O)O | -2 | -0.1 | 4 | -1.9 |
| COc1cc(CN/C(C)=C(\C#N)C(N)=O)cc(OC)c1OC | 13 | 0.2 | 4 | -0.1 |
| O=C1NC(=O)c2cc([N+](=O)[O-])ccc21 | 1 | 0.1 | 14 | 0.3 |
| Cc1cccn2c(=O)c3cc(C(=O)N4CCCc5ccccc54)n(C)c3nc12 | 10 | -0.2 | 0 | 0.3 |
| O=C(OCCCN1C(=O)c2cccc3c(N4CCCCC4)ccc(c23)C1=O)c1ccccc1 | -6 | 0.2 | -10 | -0.5 |
| O=C(CNc1cccc2ccccc12)N/N=C/c1ccccc1O | 12 | 0.0 | 10 | 0.6 |
| O=S1(=O)NC(=NC2CCCC2)c2ccccc21 | 1 | -0.1 | 3 | 2.8 |
| C=CCNS(=O)(=O)c1ccc(F)c(C(=O)Nc2ccc(C(F)(F)F)cc2)c1 | 28 | -0.2 | -3 | -0.9 |
| CC1=CC(=O)N(c2ccccn2)C1c1ccc(Cl)cc1 (centres undefined) | -2 | 0.2 | -5 | 1.3 |
| O=c1c2ccccc2ncn1Cc1ccc(Br)cc1 | -13 | 1.2 | 12 | -1.5 |
| OCC1CCN(C2CCCN(Cc3cccc(C(F)(F)F)c3)C2)CC1 (centres undefined) | 1 | 0.0 | 9 | 0.2 |
| CCOC(=O)C1=C(CN2CCN(c3ccccc3)CC2)NC(=O)NC1c1ccco1 (centres undefined) | -9 | -0.1 | 2 | 0.2 |
| Cc1cc(Br)ccc1OCC(=O)NC(=S)Nc1ccccc1C(N)=O | -18 | 0.0 | 13 | 0.2 |
| Cc1cc(C)c(Cn2c(CCNC(=O)c3ccco3)nc3ccccc32)c(C)c1 | 2 | -0.1 | 8 | 2.5 |

Part of the list above in order of molecular weight, low to high.
| molecule | TEAD-YAP inh | FBW7 act | MITF primary | GPR151 activ |
| --- | --- | --- | --- | --- |
| O=S1(=O)NC(=NC2CCCC2)c2ccccc21 | 1 | -0.1 | 3 | 2.8 |
| OCC1CCN(C2CCCN(Cc3cccc(C(F)(F)F)c3)C2)CC1 (centres undefined) | 1 | 0.0 | 9 | 0.2 |
| Cc1cc(C)c(Cn2c(CCNC(=O)c3ccco3)nc3ccccc32)c(C)c1 | 2 | -0.1 | 8 | 2.5 |
| CCOC(=O)C1=C(CN2CCN(c3ccccc3)CC2)NC(=O)NC1c1ccco1 (centres undefined) | -9 | -0.1 | 2 | 0.2 |
| Cc1cc(Br)ccc1OCC(=O)NC(=S)Nc1ccccc1C(N)=O | -18 | 0.0 | 13 | 0.2 |

Some values from the entries so far.
In GPR151 activ, O=C(O)CC1S/C(=N/N=C/c2ccc([N+](=O)[O-])cc2)N(c2ccc(O)cc2)C1=O (centres undefined) reads 0.0
In MITF primary, Cc1cccn2c(=O)c3cc(C(=O)N4CCCc5ccccc54)n(C)c3nc12 reads 0
In MITF primary, CC(NC(=O)C1CC1)c1nnc2n1CCN(Cc1cccc(Cl)c1)CC2 (centres undefined) reads 1
